# PfM18AAP inh: PfM18AAP inhibitors, malaria aminopeptidase, primary screen, biochemical, QFRET, recombinant enzyme | AID 1822, 2009 | inhibition, % at 7.35 µM | H-Glu-NHMec fluorogenic cleavage | M18 aspartyl aminopeptidase (Plasmodium falciparum 3D7) | actives 1.2% (n = 290,000);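 active = inhibition above the campaign mean inhibition over all tested compounds plus 3 SD, cut at about 28% in these data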;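 note: 0% = plate median of test compound wells and 100% = 2 mM ZnCl2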
# FID counter: compounds displacing fluorescent DNA intercalator, primary screen, artefact control for HCV NS3 helicase inhibitor project, biochemical, FID fluorescence; inhibition, % at 7.9 µM; actives 0.17% (n = 290,000); DNA fluorescent intercalator displacement; AID 1845, 2009; in the data active = inhibition above about 37%;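 note: 0% = vehicle and 100% = reference compound; higher means more ethidium bromide displaced from hairpin DNA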
# IDE act: human IDE activators in live cells, primary screen, fluorescence polarization, HEK cells, FAbeta-B substrate. FAbeta-B cleavage; 0% vehicle, 100% cell-free pure enzyme wells. activation, % at 5.96 µM. actives 0.073% (n = 340,000). AID 493087, 2011. Insulin-degrading enzyme (Homo sapiens), P14735;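 active = activation above the mean of all tested compounds plus 3 SD, set per screening campaign, cut at about 17% in these data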
# Target sequence (P14735 whole entry, looked up): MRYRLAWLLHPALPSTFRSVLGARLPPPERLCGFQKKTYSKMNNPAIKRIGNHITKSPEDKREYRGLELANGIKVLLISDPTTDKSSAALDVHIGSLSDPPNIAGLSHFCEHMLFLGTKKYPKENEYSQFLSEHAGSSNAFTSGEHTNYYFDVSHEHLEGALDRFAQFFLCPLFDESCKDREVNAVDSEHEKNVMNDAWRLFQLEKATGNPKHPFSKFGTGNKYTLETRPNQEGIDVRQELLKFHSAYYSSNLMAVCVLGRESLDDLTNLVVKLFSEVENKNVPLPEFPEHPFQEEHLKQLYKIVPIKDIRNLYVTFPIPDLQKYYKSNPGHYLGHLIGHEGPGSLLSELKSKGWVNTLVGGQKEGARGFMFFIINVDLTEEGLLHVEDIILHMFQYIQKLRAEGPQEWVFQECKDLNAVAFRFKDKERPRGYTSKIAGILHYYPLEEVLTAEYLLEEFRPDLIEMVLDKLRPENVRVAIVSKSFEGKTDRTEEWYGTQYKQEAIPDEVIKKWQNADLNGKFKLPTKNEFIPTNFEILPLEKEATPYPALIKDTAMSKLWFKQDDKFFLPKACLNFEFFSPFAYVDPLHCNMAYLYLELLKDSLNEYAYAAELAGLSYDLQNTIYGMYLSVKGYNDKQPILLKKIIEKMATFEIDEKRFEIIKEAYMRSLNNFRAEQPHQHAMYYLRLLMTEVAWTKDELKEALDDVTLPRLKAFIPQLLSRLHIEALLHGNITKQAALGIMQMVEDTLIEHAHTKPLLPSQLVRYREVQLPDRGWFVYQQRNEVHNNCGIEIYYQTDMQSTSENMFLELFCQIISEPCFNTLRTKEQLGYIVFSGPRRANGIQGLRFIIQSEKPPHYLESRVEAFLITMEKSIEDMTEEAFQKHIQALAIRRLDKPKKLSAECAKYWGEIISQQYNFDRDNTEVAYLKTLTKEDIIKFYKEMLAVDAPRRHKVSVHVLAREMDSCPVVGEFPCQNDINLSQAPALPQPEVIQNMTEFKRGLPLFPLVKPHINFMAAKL
# IDE inh: human IDE inhibitors in live cells, primary screen, fluorescence polarization, HEK cells, FAbetaB substrate | FAbetaB cleavage | inhibition, % at 5.59 µM | actives 0.41% (n = 320,000) | AID 434962, 2010;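 active = percent inhibition above the average of all tested compounds plus 3 SD, set per screening campaign, cut at about 16% in these data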;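 note: IDE supplied by intact live HEK cells; FP after avidin binding of uncleaved biotin substrate so inhibition keeps polarization high; 0% = DMSO wells and 100% = 60 µM reference IDE inhibitor Ii1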
# pCIP destab: p/CIP-EGFP fusion destabilizers, primary screen, fluorescence, F442A cells; Q05BA5; 16 h; decrease of EGFP signal, % at 10 µM; actives 0.01% (n = 290,000); AID 1984, 2009;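 active = EGFP signal decrease of at least 30% at 10 µM or well 3 SD below plate mean, unless failing retest; inactive = the rest, including hits failing retest or dose response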; note: some compounds called inactive have numbers as strong as hits; many of its hits are not listed in these tables
# IMP-1 inhibitor: IMP-1 metallo-beta-lactamase inhibitors, primary screen, biochemical, epi-absorbance readout, Pseudomonas aeruginosa enzyme | metallo-beta-lactamase IMP-1 (Pseudomonas aeruginosa) | purified IMP-1, nitrocefin hydrolysis, epi-absorbance fluorescence | inhibition, % at 5.6 µM | actives 0.45% (n = 290,000) | AID 1556, 2009;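 active = inhibition above the mean plus 3 SD of all compounds in the same screening run, cut at about 4.5% in these data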;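 note: 0% = IMP-1 with DMSO and 100% = DMSO wells lacking enzyme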
#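 System: purified recombinant IMP-1 beta-lactamase. Medium: Zinc- and detergent-supplemented HEPES buffer, pH 7.1. Compound: one 5.6 µM dose […]. Schedule: 15 min preincubation plus 25 min reaction at 25 °C. Technique: Epi-absorbance fluorescence, 480 nm excitation, 530 nm emission.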
# UBC9 SUMO inh: inhibitors of in vitro SUMOylation cascade, primary screen, biochemical, HTRF, uHTS; SUMO-conjugating enzyme UBC9 (Homo sapiens), P63279; HTRF SUMOylation assay, SAE1/SAE2 + UBC9; inhibition, % at 35 µM; actives 0.36% (n = 290,000); AID 2006, 2009; in the data active = inhibition above about 50%, passing the limit was not always enough; note: strong numbers were not always called active
# VIM-2 inh: VIM-2 metallo-beta-lactamase inhibitors, primary screen, biochemical, epi-absorbance readout, Pseudomonas aeruginosa enzyme; purified VIM-2, nitrocefin hydrolysis, epi-absorbance fluorescence; inhibition, % at 5.6 µM; actives 0.89% (n = 290,000); AID 1527, 2009;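 active = inhibition above the mean of all tested compounds plus 3 SD, cutoff set per screening run, cut at about 7.5% in these data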;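 note: red hydrolysis product quenches plate fluorescence so inhibitors raise well fluorescence; 0% = enzyme with DMSO and 100% = DMSO without enzyme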
# HCV NS3 hel inh: inhibitors of HCV NS3 helicase, primary screen, biochemical, Cy5 molecular beacon fluorescence | Hepatitis C virus NS3 helicase | NS3 helicase DNA unwinding | inhibition, % at 10.9 µM | actives 0.56% (n = 290,000);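 active = inhibition above the mean of all tested compounds plus 3 SD, set per campaign, cut at about 35% in these data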;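 note: 0% = DMSO wells and 100% = thioflavine S control wells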
#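 Compound dosing – single dose, 10.9 µM nominal final, DMSO 0.8% final · System – NS3 helicase fragment of HCV · Buffer or medium – MOPS pH 6.5, MgCl2, DTT, Tween20, BSA · Signal – Cy5 beacon fluorescence read at start and 1 h · Also added – annealed dual-labelled DNA beacon duplex, ATP-started · Schedule – 1 h at 25 °C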
# An asterisk follows results filed as active; . = no result given.
smiles	PfM18AAP inh	FID counter	IDE act	IDE inh	pCIP destab	IMP-1 inhibitor	UBC9 SUMO inh	VIM-2 inh	HCV NS3 hel inh
CN(/N=C/c1ccc(N(C)C)cc1)C1=NS(=O)(=O)c2ccccc21	4.2	-10.6	-1.3	4.6	-8.2	24.2*	30.0	51.5*	7.2
O=C(O)C1CC=CCC1C(=O)NCc1cn2ccccc2n1 (stereo not given)	-5.2	0.1	5.6	1.1	-2.6	-6.1	5.1	-1.8	-4.7
O=C(N/N=C/c1ccncc1)c1ccc(-n2cccc2)cc1	-5.0	-13.0	-1.1	3.2	-11.6	-1.4	17.0	-4.0	0.4
Cc1cccc(C)c1NC(=S)N/N=C1\CC2CC=CC12 (stereo not given)	-9.4	-9.0	-1.8	1.3	4.0	-4.7	2.8	-1.5	2.6
COC(=O)c1ccc(Oc2cc(C)nc(NCc3ccccc3)n2)cc1	-10.4	-4.7	-0.7	5.6	-0.7	-0.3	14.9	-2.2	-2.5
Cc1ccc(S(=O)(=O)c2nnn(-c3cccc(F)c3)c2N)cc1	4.5	-0.3	-3.0	4.2	6.2	1.0	-4.9	1.9	8.4
COc1ccc(S(=O)(=O)Nc2ccc3oc(C)c(C(=O)O)c3c2)cc1	-8.6	-16.5	-0.5	1.2	-10.8	1.1	6.0	-3.8	2.1
COC(=O)c1cc(S(=O)(=O)N2CCN(c3cccc(Cl)c3)CC2)c[nH]1	4.3	-13.4	0.1	3.0	-2.2	-2.3	9.0	-0.4	-1.4
COc1ccccc1C(=O)Nc1cc(Cl)ccc1-n1cncn1	-1.4	-12.5	-3.5	-0.8	9.4	1.4	3.2	2.1	-0.9
COc1cc(C(=O)O)ccc1OCC(=O)N1CCOCC1	-10.3	-2.6	2.5	1.9	-5.8	-1.8	-8.7	-1.1	-1.2
CNCCCOc1ccc(Cl)cc1C(C)(C)C	-13.5	21.9	7.3	-5.8	-3.9	0.0	-0.4	-3.1	-28.3
O=C(Cn1ncc2c3ccccc3n(Cc3ccccc3)c2c1=O)N1CCN(c2ccccn2)CC1	2.1	-27.9	3.7	-1.2	-13.0	-2.3	17.8	-1.5	-7.1
Cc1ccccc1-c1nc2sc(C)c(C)c2c(=O)o1	2.2	-12.0	-1.2	4.4	-6.0	-5.2	-9.7	-1.5	-3.2
CCN(CC1CCCN(CCc2cccc(F)c2)C1)C(=O)c1cc(C)oc1C (stereo not given)	3.5	-5.3	-0.2	1.3	3.2	-2.7	-9.2	-3.0	2.2
O=C(Nc1ccccc1C(=O)NCc1cccnc1)c1cccc([N+](=O)[O-])c1	-8.0	0.3	1.8	-8.4	-3.3	-0.1	19.5	-0.5	8.8
Nc1ccc(-c2nnn(Cc3ccccc3F)n2)cc1	2.9	-11.0	-0.6	7.8	-2.2	-2.0	0.7	-1.5	25.5
C=CCSc1nnc(NC(=O)c2ccc(NC(C)=O)cc2)s1	9.4	-9.6	1.7	-2.4	-6.2	-4.0	6.4	-3.2	1.3
C/C(=N/NC(=O)CC1N=C(Cc2ccccc2)NNC1=O)c1cccnc1 (stereo not given)	1.2	-1.7	6.5	0.1	-6.0	-1.5	18.4	-1.7	-0.2
Cc1ccc(S(=O)(=O)NCc2cccnc2)cc1C(=O)N1CCCC1	-1.7	-9.2	0.3	7.8	5.6	0.5	9.2	-4.0	-1.7
CC(NC(=O)C1CCCN(S(=O)(=O)c2cccc3nonc23)C1)c1ccccc1 (stereo not given)	2.3	-4.0	-1.8	3.1	-9.3	-4.8	-4.1	-5.6	2.9
O=C(Nc1ccc(S(=O)(=O)N2CCOCC2)cc1)c1ccc2c(c1)S(=O)(=O)c1ccccc1C2=O	-4.7	0.9	7.0	3.3	-14.6	-3.2	11.3	-2.4	-2.1
COc1ccc(OC)c(-n2c(-c3cnccn3)n[nH]c2=S)c1	10.1	-3.9	-6.1	-5.2	-1.6	-4.6	25.0	-2.2	-4.2
CN1CCN(C(=O)C2CCCN(c3ncnc4c3nc3n4CCCCC3)C2)CC1 (stereo not given)	8.4	-1.3	-2.5	1.0	-4.3	-1.8	-0.1	3.7	1.3
NC(=O)C1CCCN(CCc2ccccc2)C1 (stereo not given)	4.4	1.2	1.7	-0.1	-2.0	-1.8	5.3	-1.8	3.8
CCOC(=O)N1CCC(NC(=O)c2ccccc2C(=O)O)CC1	-4.7	-3.9	1.2	0.9	5.1	-0.8	20.5	-2.0	-20.9
Cc1ccc(NC(=S)N(Cc2ccco2)C(C)c2cccs2)c(Cl)c1 (stereo not given)	0.5	-1.1	5.2	9.1	3.6	-3.2	5.2	-3.0	-3.9
Cc1ccc(C(=O)Nc2ccc(Oc3ccc(C(=O)O)c(C(=O)O)c3)cc2)cc1C	2.5	-30.9	4.4	8.7	2.0	0.5	12.9	2.5	13.4
COc1cccc(CN2CCC(CO)(CC3CCCCO3)CC2)c1 (stereo not given)	-1.6	7.2	-0.8	10.8	-3.8	-2.9	5.5	-3.9	-8.0
CCc1cc(S(N)(=O)=O)cc(CC)c1NC(C)=O	2.6	-3.0	2.9	4.2	0.1	-1.2	14.4	-1.7	5.8
CCC1CCC/C1=N\NC(=O)CCC(=O)Nc1ccccc1Cl (stereo not given)	0.0	-5.6	-3.4	-4.8	-10.5	-5.3	3.1	-3.6	7.4
CC(C)(C)c1ccc(C(=O)NN=C2CCCC2)cc1	4.7	-5.9	1.1	3.0	-6.9	-7.2	14.0	-1.5	1.8
CCNC(=O)c1cc2c(=O)n3cccc(C)c3nc2n(CCc2ccccc2)c1=N	2.8	-3.1	0.6	0.7	-8.1	-2.8	17.3	-2.2	0.7
Cc1cccc(/C(N)=N/OC(=O)c2cccs2)c1	3.6	-1.2	2.9	3.6	-11.5	-3.1	2.0	0.7	2.7
C[C@H](NC(=O)OCc1ccccc1)c1nnc([C@H](C)NC(=O)OCc2ccccc2)o1	.	.	-5.6	-0.4	23.0	.	9.9	.	.
CC(C)(C)C1CCC(C(=O)OCC(=O)c2ccc[nH]2)CC1 (stereo not given)	-0.1	-28.2	1.8	-0.2	6.2	-1.3	-20.5	-3.3	-21.5
CCOc1ncccc1C(=O)OCCN1C(=O)c2ccccc2C1=O	3.9	-17.9	2.2	10.2	-16.5	-1.0	12.5	-3.4	-2.3
CC(=O)Nc1ccc(N/C=C(\C#N)S(=O)(=O)c2ccc(Cl)cc2)cc1	3.5	-7.7	3.1	-3.3	-4.3	-0.1	5.4	-3.9	3.2
Cn1c(=O)c2c(nc(SCc3nn[nH]n3)n2Cc2ccccc2F)n(C)c1=O	9.0	-14.9	2.0	.	-7.6	-1.3	20.1	4.3	1.1
CCCNC(=O)C1CC(=O)N(c2ccc(OCc3ccc(F)cc3)cc2)C1 (stereo not given)	-12.4	-27.5	-0.1	-1.6	-7.0	-0.3	13.9	-0.4	-15.4
Cc1ccc2c(c1)nc(-n1nc(C)cc1C)c1nnnn12	5.7	-12.8	5.4	0.6	0.1	-2.6	9.5	0.7	-0.7
Cc1ccc(CNC(=O)C(NS(=O)(=O)c2cccc3nsnc23)c2ccccc2)cc1 (stereo not given)	-6.3	-15.2	-3.6	1.4	11.1	-3.5	-6.2	-0.8	2.8
CCSc1nnc(NC(=O)[C@H](C)NC(=O)c2ccccc2Cl)s1	-0.2	-11.4	3.3	-1.8	2.6	-3.4	0.1	-3.0	6.7
O=C1CCCC/C1=C/NCc1ccccc1	-3.8	0.0	2.9	-1.7	-0.2	-1.4	-2.2	-2.0	-4.2
COC(=O)c1ccc(OC)c(CSc2nnc(COc3ccccc3)o2)c1	9.9	-25.9	-0.2	6.0	-8.8	-1.2	-11.0	-1.1	-7.5
Cc1ccccc1N(CC(=O)NC1CCCCC1)C(=O)CNC(=O)c1cccs1	2.3	-41.0	-2.8	5.4	-17.9	-2.3	-6.6	-4.2	2.3
CN1CCN(Cc2nc3c(c(=O)n(C)c(=O)n3C)n2Cc2cccc3ccccc23)CC1	6.0	9.4	-3.5	.	4.4	-5.1	6.4	1.8	-6.9
S=c1[nH]nc(-c2ccco2)n1-c1ccccc1Cl	20.2	-3.6	6.6	2.5	0.8	-2.5	15.2	16.0*	3.6
Cc1ccc(NC(=O)Cn2nnc3ccccc3c2=O)cc1C	8.0	4.1	8.2	-0.2	-2.5	-2.6	2.1	-4.0	2.6
COC(=O)c1ccc(NC(=O)N(c2ccccc2)c2ccccc2)cc1	-5.8	-28.6	5.8	-1.8	-9.8	-2.1	3.1	0.3	-2.3
COc1ccsc1C(=O)Nc1ccc(F)cc1F	7.8	0.4	-0.6	0.1	8.2	-4.7	12.8	-2.6	0.6
CC(=O)N1CCCN(Cc2cn(-c3ccc(C)cc3)nc2-c2cccc(C)c2)CC1	2.5	-2.2	4.5	1.7	-15.9	-1.2	6.1	-6.3	-26.9
COc1ccc(Cc2noc(-c3ccc(OC)c(OC)c3)n2)cc1OC	5.3	-30.7	4.8	4.3	-0.2	0.7	-6.3	1.6	-4.2
COc1ccc(Cn2c(O)c(/C=C3/C=CC=N3)c(=O)[nH]c2=O)cc1	8.5	-7.4	9.5	-1.6	-4.1	-2.5	45.6	-3.6	1.5
O=C(O)[C@H]1CCCC[C@H]1C(=O)Nc1ccc(Nc2ccccc2)cc1	2.5	6.1	-1.3	2.6	-0.7	-5.6	-15.1	-2.5	-107.2
CCOC(=O)C(CC(=O)Nc1nc(C(C)=O)c(C)s1)C(C)c1ccccc1 (stereo not given)	-2.4	-26.4	4.8	2.5	-2.5	3.8	9.7	-1.9	1.6
O=C(CC1C(=O)NCCN1Cc1cccc(F)c1)NCCCOc1cccnc1 (stereo not given)	7.6	-34.1	3.2	4.0	5.4	-1.5	4.1	-1.6	3.6
Cc1nc2sccn2c(=O)c1S(=O)(=O)Nc1ccc(N2CCN(C)CC2)cc1	-6.6	5.5	0.7	-1.5	-1.2	-2.5	7.0	-0.2	0.7

# Compounds were not picked by outcome; overall some 3.6% were active at least once.
